Compound activity as filed in PubChem BioAssay.
KLK5 inh – inhibitors of human kallikrein 5; inhibition, % at 5 µM; hit rate 0.59% among 210,000; recombinant hK5, fluorogenic AMC substrate cleavage; Q9Y337; AID 873;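 active means inhibition of 40% or more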;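 further: 0% = enzyme controls without compound and 100% = no-enzyme blanks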
Target sequence (Q9Y337 67-293 limits assumed): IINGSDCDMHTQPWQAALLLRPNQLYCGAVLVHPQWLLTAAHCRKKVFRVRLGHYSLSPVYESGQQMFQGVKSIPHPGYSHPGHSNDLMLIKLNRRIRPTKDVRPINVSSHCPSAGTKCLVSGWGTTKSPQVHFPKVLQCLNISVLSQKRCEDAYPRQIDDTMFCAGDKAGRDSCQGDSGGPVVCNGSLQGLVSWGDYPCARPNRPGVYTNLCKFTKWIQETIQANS
Furin inh – blocks human furin protease activity. purified furin, fluorogenic substrate cleavage. inhibition, % at 30 µM. hit rate 0.061% among 220,000. AID 463115; in the data active means inhibition above about 25%; further: inactives centre near -15
PERK inhibitor – blocks human PERK kinase; CHO PERK-DD fusion, SEAP luminescence translation reporter; inhibition, % at 5.6 µM; hit rate 0.17% among 220,000;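 active means inhibition above the mean inhibition of all tested compounds plus 3 SD, set separately per screening campaign, cut at about 2.9% in these data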;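 further: PERK kinase domain activated by AP20187 dimerizer at 100 nM; 0% = DMSO with dimerizer and 100% = rapamycin at 8.4 µM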
Rad51 HR inh – Rad51 (human) homologous recombination inhibition. Q06609. hRad51 DNA strand exchange, fluorescence dequenching. inhibition, % at 10 µM. hit rate 0.085% among 200,000. AID 1385;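 active means inhibition above 40% at the single screening dose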;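 further: 0% = DMSO control wells and 100% = blanks with heterologous ssDNA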
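material = hRad51 filaments on single-stranded DNA | timing = filaments 15 min 37 °C, then compound 30 min | signal = FRET fluorescence dequenching, excitation 485 nm, emission 520 nm | benchmarks = control wells and blank wells on each plate | evaluation = percent inhibition relative to plate controls and blanks | compound = 10 µM final, single point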
Thrombin inh – thrombin (human) inhibition. alpha-thrombin, Boc-VPR-AMC fluorogenic substrate cleavage. inhibition, % at 5 µM. hit rate 0.26% among 220,000;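 active means inhibition at or above 40%; inactive means inhibition below 40%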;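 further: 0% = enzyme with no compound and 100% = wells without enzyme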
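Assay system: human alpha-thrombin enzyme. Reagent: Boc-VPR-AMC substrate, 15 µM final. Compound dosing: one concentration per compound, 5 µM, with 0.2% DMSO. Incubation: room-temperature reaction. Technique: AMC fluorescence, 355/460 nm. Measure: % inhibition relative to enzyme controls and enzyme-free blanks.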
FXIa inh – blocks human coagulation factor XIa protease activity; P03951; purified FXIa, Boc-Glu-Ala-Arg-AMC fluorogenic substrate; inhibition, % at 5 µM; hit rate 0.14% among 220,000; AID 798;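 active means inhibition of at least 40%; inactive means inhibition below 40%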;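 further: fluorescence of freed AMC excited at 355 nm; 0% = enzyme without compound and 100% = no enzyme blank; many of its hits are not listed in these tables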
Target sequence (P03951 19-387 limits assumed): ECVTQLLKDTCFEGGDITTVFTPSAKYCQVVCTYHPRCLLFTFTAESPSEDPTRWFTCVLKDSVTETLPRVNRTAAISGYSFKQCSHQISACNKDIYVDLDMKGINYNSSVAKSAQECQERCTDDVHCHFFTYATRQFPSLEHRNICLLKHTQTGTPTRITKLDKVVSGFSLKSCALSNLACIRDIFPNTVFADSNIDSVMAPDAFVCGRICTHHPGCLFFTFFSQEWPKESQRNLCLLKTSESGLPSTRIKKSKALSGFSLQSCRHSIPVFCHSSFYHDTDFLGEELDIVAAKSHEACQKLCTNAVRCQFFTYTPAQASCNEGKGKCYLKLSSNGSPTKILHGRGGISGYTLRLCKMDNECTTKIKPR
Target sequence (P03951 388-625 limits assumed): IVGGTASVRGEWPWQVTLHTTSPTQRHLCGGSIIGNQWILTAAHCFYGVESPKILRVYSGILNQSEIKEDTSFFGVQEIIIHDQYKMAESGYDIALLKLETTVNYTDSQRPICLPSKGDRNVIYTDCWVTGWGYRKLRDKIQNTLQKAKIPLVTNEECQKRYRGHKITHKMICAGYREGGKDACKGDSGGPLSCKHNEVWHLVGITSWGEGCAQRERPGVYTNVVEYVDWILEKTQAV
m-calpain inh – calpain II (pig) inhibition. purified calpain II, fluorogenic peptide substrate, 30 min. inhibition, % at 16 µM. hit rate 0.37% among 220,000. AID 1236;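 active means inhibition above about 50%, limit read from the data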
FXIIa inh – inhibitors of human coagulation factor XIIa. purified FXIIa, Boc-QGR-AMC fluorogenic substrate, 2 h. inhibition, % at 5 µM. hit rate 0.3% among 220,000; in the data active means inhibition above about 40%;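 further: 0% = enzyme with no compound and 100% = blank without enzyme; many of its hits are not listed in these tables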
KCC2 mod – modulators of human KCC2 chloride dependent transport; Q9H2X9; KCC2 cells, thallium flux FluoZin-2 fluorescence; B-score of Tl+ flux slope (higher = more flux/activation; lower = inhibition) at 10 µM; hit rate 2.2% among 190,000;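 active means thallium flux slope and its plate-corrected score both differing from the plate sample mean at a set confidence after two filtering rounds, in either direction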;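 further: slope of fluorescence scaled to starting intensity during 10 to 20 s after thallium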
Active calls of the source: *; [ ] = another dose, or the depositor's remark.

What do the screens show for `Cc1ccc(-n2c(C)cc(C3N=C(N)Nc4nc5ccccc5n43)c2C)c(C)c1` (stereo not drawn)?
KLK5 inh: -13.6; Furin inh: -22.4; PERK inhibitor: 0.6; Rad51 HR inh: 5.9; Thrombin inh: -6.2; FXIa inh: -2.7; m-calpain inh: -363.8; FXIIa inh: 10.2; KCC2 mod: -0.387

What do the screens show for `O=C(Nc1cccc2ccccc12)C1CCN(C(=O)NCc2ccccc2)CC1`?
KLK5 inh: -0.2; Furin inh: -25.2[20 µM]; PERK inhibitor: -0.4; Rad51 HR inh: -1.2; Thrombin inh: 0.5; FXIa inh: -1.3; m-calpain inh: -4.1; FXIIa inh: 10.3; KCC2 mod: -0.468

How did COc1ccc(-c2nn(C)c3sc(C(=O)NCc4ccco4)cc23)cc1OC do in these assays?
KLK5 inh: -24.4; Furin inh: -25.1; PERK inhibitor: -0.1; Rad51 HR inh: -3.0; Thrombin inh: 1.5; FXIa inh: 5.2; m-calpain inh: -11.5; FXIIa inh: 17.1; KCC2 mod: -0.359

How did Cc1cc(OC(=O)c2ccccc2Cl)ccc1N1C(=O)CCC1=O do in these assays?
KLK5 inh: -2.7; Furin inh: -16.0; PERK inhibitor: 1.0; Rad51 HR inh: 11.3; Thrombin inh: 7.6; FXIa inh: 1.2; m-calpain inh: 6.0; FXIIa inh: 8.4; KCC2 mod: -0.346

How did O=C(NNC1=Nc2ccccc2SC1)c1ccccc1F do in these assays?
KLK5 inh: 4.9; Furin inh: -17.9; PERK inhibitor: -0.5; Rad51 HR inh: -3.7; Thrombin inh: 1.4; FXIa inh: -11.8; m-calpain inh: 4.0; FXIIa inh: 8.1; KCC2 mod: -0.262

What do the screens show for `CN1CCC(=NNC(=O)CN(c2cccc(Br)c2)S(C)(=O)=O)CC1`?
KLK5 inh: 3.2; Furin inh: -6.4; PERK inhibitor: 0.0; Rad51 HR inh: -0.3; Thrombin inh: 5.8; FXIa inh: -3.4; m-calpain inh: 13.4; FXIIa inh: 4.9; KCC2 mod: -0.0986

Results for Cc1cc(Oc2ccc(Cl)cc2)nc(-c2ccccc2O)n1 ?
KLK5 inh: 39.1; Furin inh: 22.4[20 µM]; PERK inhibitor: 1.4; Rad51 HR inh: 1.6; Thrombin inh: 18.1; FXIa inh: 34.5; m-calpain inh: 8.6; FXIIa inh: -6.9; KCC2 mod: 0.641

Results for O=C(CNCc1ccco1)Nc1cccc(S(=O)(=O)N2CCCCC2)c1 ?
KLK5 inh: -2.7; Furin inh: -16.2; PERK inhibitor: -1.1; Rad51 HR inh: 7.5; Thrombin inh: 0.4; FXIa inh: 0.5; m-calpain inh: -12.0; FXIIa inh: 7.4; KCC2 mod: -1.42

What do the screens show for `COc1ccc(CC(=O)OC(C)CN2CCCCC2)cc1` (stereo not drawn)?
KLK5 inh: -1.1; Furin inh: -17.1; PERK inhibitor: 0.7; Rad51 HR inh: -7.6; Thrombin inh: -7.7; FXIa inh: -2.7; m-calpain inh: 2.9; FXIIa inh: 8.7; KCC2 mod: 0.0546

What do the screens show for `CCOC(=O)c1c(-c2ccccc2)nc2ccc(Cl)cn12`?
KLK5 inh: 15.2; Furin inh: -23.6[20 µM]; PERK inhibitor: 0.5; Rad51 HR inh: 1.0; Thrombin inh: 0.3; FXIa inh: -1.2; m-calpain inh: 13.4; FXIIa inh: 13.5; KCC2 mod: -1.79

Results for CCOC(=O)c1oc2nc3c(cc2c1N)CCCC3 ?
KLK5 inh: -3.7; Furin inh: -17.0; PERK inhibitor: 0.6; Rad51 HR inh: 10.8; Thrombin inh: -6.0; FXIa inh: -0.7; m-calpain inh: -92.1; FXIIa inh: 1.6; KCC2 mod: -0.0306

What do the screens show for `COCCCNC(=O)C1CCN(c2nc(C)cc(C)n2)CC1`?
KLK5 inh: -6.7; Furin inh: -17.3; PERK inhibitor: 1.3; Rad51 HR inh: 2.7; Thrombin inh: -2.7; FXIa inh: -3.1; m-calpain inh: -34.4; FXIIa inh: -5.0; KCC2 mod: 0.868

How did COc1nc(OC)nc(N2CCC(NC(=O)C(Cc3ccc(C(C)C)cc3)NC(C)=O)CC2)n1 (stereo not drawn) do in these assays?
KLK5 inh: -11.6; Furin inh: -35.0[20 µM]; PERK inhibitor: -0.6; Rad51 HR inh: 7.1; Thrombin inh: -2.9; FXIa inh: 1.0; m-calpain inh: -18.2; FXIIa inh: 7.1; KCC2 mod: -0.418

Results for O=C(Nc1ccc(Cl)cc1)c1cc2nc(C3CC3)cc(C(F)(F)F)n2n1 ?
KLK5 inh: -3.2; Furin inh: -6.2[20 µM]; PERK inhibitor: -0.7; Rad51 HR inh: 1.6; Thrombin inh: -7.2; FXIa inh: -7.0; m-calpain inh: -137.6; FXIIa inh: -8.1

Results for C=CCn1c2ccccc2c2nnc(SCc3[nH]c(=O)[nH]c3C(=O)CCCCC(=O)OCC)nc21 ?
KLK5 inh: -1.1; Furin inh: 2.4; PERK inhibitor: -0.1; Rad51 HR inh: 4.8; Thrombin inh: -12.0; FXIa inh: 1.8; m-calpain inh: -44.0; FXIIa inh: 11.5; KCC2 mod: -0.506

Results for Cn1cc(C(=O)N/N=C/c2cccc(O)c2)ccc1=O ?
KLK5 inh: -2.1; Furin inh: -11.7; PERK inhibitor: 0.2; Thrombin inh: -4.0; FXIa inh: -5.2; m-calpain inh: -11.7; FXIIa inh: 0.0; KCC2 mod: 0.743

How did O=C(OCn1nnc2ccccc2c1=O)C1=COCCO1 do in these assays?
KLK5 inh: -1.4; Furin inh: -4.4; PERK inhibitor: 0.3; Rad51 HR inh: 1.1; Thrombin inh: -1.2; FXIa inh: 17.0; m-calpain inh: -5.4; FXIIa inh: 26.5; KCC2 mod: -0.00147

Results for O=C(O)/C=C/c1cn(Cc2ccccc2)nc1-c1cccs1 ?
KLK5 inh: -5.3; Furin inh: -20.0; PERK inhibitor: -0.2; Rad51 HR inh: 4.4; Thrombin inh: 1.7; FXIa inh: -5.8; m-calpain inh: -86.5; FXIIa inh: 2.4; KCC2 mod: -1.48

What do the screens show for `Cc1c(C(=O)NCCCN2CCOCC2)sc2nc(-c3ccc(F)cc3)cn12`?
KLK5 inh: 1.4; Furin inh: -7.5[20 µM]; PERK inhibitor: -1.0; Rad51 HR inh: 2.0; Thrombin inh: -7.0; FXIa inh: -12.2; m-calpain inh: 10.3; FXIIa inh: -6.6; KCC2 mod: -0.223

How did CC(=O)c1ccc(OCCCC(=O)Nc2cc(S(=O)(=O)N(C)C)ccc2C)cc1 do in these assays?
KLK5 inh: -29.3; Furin inh: 18.0; PERK inhibitor: 0.0; Rad51 HR inh: 1.8; Thrombin inh: 0.4; FXIa inh: 7.6; m-calpain inh: -3.8; FXIIa inh: 13.8; KCC2 mod: -0.495

For reference, some entries already given:
What do the screens show for `Cc1c(C(=O)NCCCN2CCOCC2)sc2nc(-c3ccc(F)cc3)cn12`?
KLK5 inh: 1.4; Furin inh: -7.5[20 µM]; PERK inhibitor: -1.0; Rad51 HR inh: 2.0; Thrombin inh: -7.0; FXIa inh: -12.2; m-calpain inh: 10.3; FXIIa inh: -6.6; KCC2 mod: -0.223

How did CC(=O)c1ccc(OCCCC(=O)Nc2cc(S(=O)(=O)N(C)C)ccc2C)cc1 do in these assays?
KLK5 inh: -29.3; Furin inh: 18.0; PERK inhibitor: 0.0; Rad51 HR inh: 1.8; Thrombin inh: 0.4; FXIa inh: 7.6; m-calpain inh: -3.8; FXIIa inh: 13.8; KCC2 mod: -0.495

(list continues)
How did CC(C)Cn1cc(Cl)c(=O)n(CC(C)C)c1=O do in these assays?
KLK5 inh: 13.8; Furin inh: 0.1; PERK inhibitor: -1.2; Rad51 HR inh: -3.0; Thrombin inh: 12.4; FXIa inh: 3.7; m-calpain inh: 24.2; FXIIa inh: 10.9; KCC2 mod: -0.968

How did O=C(Nc1ccccc1F)C1CC1c1ccccc1 (stereo not drawn) do in these assays?
KLK5 inh: -26.8; Furin inh: -6.3; PERK inhibitor: 0.4; Rad51 HR inh: 6.4; Thrombin inh: -6.7; FXIa inh: -2.1; m-calpain inh: 3.0; FXIIa inh: 7.5; KCC2 mod: -2.2

Results for O=C(COC(=O)c1ccncc1)c1ccc(Br)cc1 ?
KLK5 inh: 3.5; Furin inh: -29.7; PERK inhibitor: 0.2; Rad51 HR inh: -3.9; Thrombin inh: -15.6; FXIa inh: -1.9; m-calpain inh: -28.2; FXIIa inh: 7.7; KCC2 mod: 0.433

What do the screens show for `COc1ccc(Cl)cc1NC(=O)CCn1cnc2ccccc2c1=O`?
KLK5 inh: -18.8; Furin inh: 14.9[20 µM]; PERK inhibitor: 0.2; Thrombin inh: -13.3; FXIa inh: -11.2; m-calpain inh: -11.8; FXIIa inh: -2.4; KCC2 mod: -0.347

Results for CCCCn1c(-c2cccnc2)n[nH]c1=S ?
KLK5 inh: -0.1; Furin inh: -21.5; PERK inhibitor: 0.3; Rad51 HR inh: -7.4; Thrombin inh: -2.2; FXIa inh: 8.6; m-calpain inh: 20.1; FXIIa inh: 9.1; KCC2 mod: 0.0398

How did O=c1oc2ccccc2n1CSC1=NCCS1 do in these assays?
KLK5 inh: -25.1; Furin inh: -10.2; PERK inhibitor: 0.0; Rad51 HR inh: -11.1; Thrombin inh: -9.6; FXIa inh: 2.2; m-calpain inh: 6.0; FXIIa inh: 2.2; KCC2 mod: 1.14

What do the screens show for `CCOC(=O)c1c(C)[nH]c(C)c1C(=O)COC(=O)c1ccc(OC)c(OC)c1`?
KLK5 inh: -9.8; Furin inh: -17.1; PERK inhibitor: -0.8; Rad51 HR inh: 3.7; Thrombin inh: 2.4; FXIa inh: -1.4; m-calpain inh: 20.2; FXIIa inh: 3.3; KCC2 mod: -0.571

Results for COCCCNC(=O)CN(CCc1ccccc1)S(=O)(=O)c1ccccc1 ?
KLK5 inh: 21.1; Furin inh: -5.3; PERK inhibitor: 0.1; Rad51 HR inh: -0.3; FXIa inh: 20.3; m-calpain inh: 26.8; FXIIa inh: 9.3; KCC2 mod: -0.0814

How did C=CCn1c(SCc2c(F)c(F)c(F)c(F)c2F)nc(O)cc1=O do in these assays?
KLK5 inh: -13.0; Furin inh: -17.6; PERK inhibitor: 0.6; Rad51 HR inh: -5.0; Thrombin inh: 3.0; FXIa inh: 17.9; m-calpain inh: -1.5; FXIIa inh: 26.6; KCC2 mod: -1.78

What do the screens show for `Cc1nn(C)c(Cl)c1/C=N/OC(=O)c1ccccc1`?
KLK5 inh: -1.4; Furin inh: -6.5; PERK inhibitor: 1.1; Rad51 HR inh: -162.2; Thrombin inh: -1.9; FXIa inh: 3.9; m-calpain inh: 3.5; FXIIa inh: 11.8; KCC2 mod: 0.757

How did O=C(NCc1cccnc1)C1CCCN(S(=O)(=O)c2ccc(Br)cc2)C1 (stereo not drawn) do in these assays?
KLK5 inh: 2.6; Furin inh: -30.1[20 µM]; PERK inhibitor: -0.1; Rad51 HR inh: -5.7; Thrombin inh: -1.4; FXIa inh: -11.8; m-calpain inh: -10.3; FXIIa inh: -8.9; KCC2 mod: 0.767

How did O=c1c2c([nH]c3ccccc13)C(=C1CCCC1)CC2 do in these assays?
KLK5 inh: -1.4; Furin inh: -19.1; PERK inhibitor: 0.2; Rad51 HR inh: -9.6; Thrombin inh: -1.2; FXIa inh: -0.8; m-calpain inh: -202.5; FXIIa inh: -0.6; KCC2 mod: -3.07

Results for CCOC(=O)CSc1cc(CS(=O)(=O)c2ccccc2)nc(-c2ccccc2)n1 ?
KLK5 inh: 0.8; Furin inh: -23.0; PERK inhibitor: -0.2; Thrombin inh: -4.5; FXIa inh: -1.4; m-calpain inh: 1.7; FXIIa inh: 3.3; KCC2 mod: 0.484

Not all compounds are listed; rates above refer to the full screens.
